# TCR activator: activates T cell receptor signaling | primary human leukocytes, anti-CD3, IL-2 HTRF, 48 h | Potency, µM (doses to about 9.22 µM), inactives show at the highest dose activation of IL-2 secretion, most hits filed as activators | 330,000 tested, under 10 active | AID 504894; further: % of control where 0% means no effect
#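 Primary human leukocytes incubated 48 hr with anti-CD3 beads plus compound, without co-stimulation. Secreted IL-2 measured by HTRF (europium cryptate/d2 anti-IL-2 pair, 320 nm excitation, 665 nm emission).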
# Menin MLL FP TR: displaces Texas Red mutant MLL peptide from human menin. Menin + Texas Red MLL mutant peptide, fluorescence polarization. hit rate 0.23% among 270,000. Potency, µM (top dose mostly 61.6 µM), for inactives: top-dose FP activity change, negative = inhibition, hits mostly inhibitors. O00255; active means well fitted inhibition curve with a large enough effect in the polarisation, with a control signal flat, not every such curve was filed as active; inconclusive means small, poorly fitted or top-dose-only effect, or effect the other way, or a change in a side signal; inactive means no such curve, though single readings can be large or run the other way; the % refers to the polarisation; further: potency means the concentration at half of the fitted maximal effect; % of control where 0% means no effect; many of its hits are not listed in these tables
# Mito fusion act: blocks mitochondrial division or promotes mitochondrial fusion. S. cerevisiae fusion-defective mutant growth rescue, CellTiterGlo 48 h. Potency, µM (highest dose often 46.1 µM), for inactives: top-dose growth rescue (activation), usual class: activators. hit rate 0.23% among 320,000. AID 485298;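 further: potency means the concentration at half of the fitted maximal effect; % of control where 0% means no effect; nearly all actives have a fitted effect of over 45% in size; temperature-sensitive fusion mutants such as fzo1-1 at 37 °C on non-fermentable ethanol glycerol medium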
#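 Compounds are tested for their ability to restore growth of mitochondrial fusion-defective yeast strains at non-permissive 37C in YPEG medium over 48 hours. Viability is quantified by luciferase luminescence.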
# a7 integrin act: activators of alpha7 integrin expression for muscular dystrophy | hit rate 0.064% among 350,000 | AID 624291 | alpha7betagal myoblasts, beta-gal FDG fluorescence, 48 h | Potency, µM (doses to about 38.3 µM), without a hit: at the highest dose activation, hits mostly activators;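 further: potency means the concentration at half of the fitted maximal effect; 100% = response of the positive control SU9516; nearly all actives have a fitted effect of over 60% in size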
#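 Alpha7betagal+/- myoblasts (passage 13) were plated 16-24 hr, then exposed to compounds (1:260 dilution of DMSO stock) for 48 hours at 37C. After MPER lysis, β-galactosidase reporter activity was read as FDG fluorescence (ex 480/em 540) after 30 minutes.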
# TSHR antagonist: blocks TSH signaling through the human TSH receptor; hit rate 0.2% among 330,000; P16473; activity change, negative = inhibition, % at 11.5 µM; AID 504810; TSHR-expressing cells, TSH-stimulated cAMP HTRF, 2 h; stronger effect = lower value;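 active means activity change below a set negative limit, meaning inhibition stronger than a set level, cut at about -70% in these data; inconclusive means activity change between two set negative limits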; further: on the % scale 0 is the no-effect control and ±100 the full control effect
# Target sequence (P16473 whole entry, looked up): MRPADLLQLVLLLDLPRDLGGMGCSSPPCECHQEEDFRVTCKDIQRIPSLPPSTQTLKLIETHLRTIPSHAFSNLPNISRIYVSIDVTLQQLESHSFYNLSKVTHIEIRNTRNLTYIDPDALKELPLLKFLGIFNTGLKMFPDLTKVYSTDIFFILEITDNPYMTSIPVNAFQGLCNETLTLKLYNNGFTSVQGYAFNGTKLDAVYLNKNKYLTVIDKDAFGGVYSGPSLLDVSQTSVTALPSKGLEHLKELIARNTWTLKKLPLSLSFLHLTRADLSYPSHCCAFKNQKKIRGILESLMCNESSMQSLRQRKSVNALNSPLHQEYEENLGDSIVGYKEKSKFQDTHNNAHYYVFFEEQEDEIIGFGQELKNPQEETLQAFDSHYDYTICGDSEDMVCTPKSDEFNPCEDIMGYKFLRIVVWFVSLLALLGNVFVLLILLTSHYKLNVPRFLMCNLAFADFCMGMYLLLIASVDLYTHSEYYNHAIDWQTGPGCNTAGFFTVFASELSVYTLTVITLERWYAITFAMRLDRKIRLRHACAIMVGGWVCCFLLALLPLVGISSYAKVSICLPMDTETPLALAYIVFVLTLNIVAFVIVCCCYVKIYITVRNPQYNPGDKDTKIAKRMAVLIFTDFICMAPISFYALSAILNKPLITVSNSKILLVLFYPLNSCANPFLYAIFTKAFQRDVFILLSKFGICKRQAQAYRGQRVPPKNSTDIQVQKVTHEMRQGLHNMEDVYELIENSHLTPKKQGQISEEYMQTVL
#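 Competitive HTRF cAMP read-out (cryptate anti-cAMP antibody, cAMP-d2; 30 min, room temperature) in freshly harvested TSHR cells. Compounds added before TSH at EC80 (4nM final), followed by 2 hours' incubation at 37 deg C.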
# MBNL1 CUG block: inhibitors of human MBNL1 binding to CUG repeat RNA | Q9NR56 | TR-FRET MBNL1-His/biotin-(CUG)12 binding, 665/545 ratio | Potency, µM (series often up to 57.5 µM), inactives show at the highest dose activity change, negative = inhibition, actives largely listed as inhibitors | hit rate 0.036% among 280,000 | AID 2675; active means well fitted inhibition curve with a large enough effect in the signal ratio, with a control signal flat, not every such curve was filed as active; inconclusive means small, poorly fitted or top-dose-only effect, or effect the other way, or a change in a side signal; inactive means no such curve, though single readings can be large or run the other way; the % refers to the signal ratio; further: potency means the concentration at half of the fitted maximal effect; on the % scale 0 is the no-effect control and ±100 the full control effect
#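 MBNL1-His + Biotin-(CUG)12, cpd titration 92 nM–58 uM; Tb anti-His Ab 0.055 ng/ul, SA-XL665 5 nM (final); 60 min RT; ratiometric 665/545 nm, Ex 340 nm; normalized to buffer and full-complex controls.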
# PTAP TSG101 blk: blocks PTAP/TSG101 interaction to inhibit HIV-1 budding; Q99816; Fluorescence polarization, FITC-PTAP peptide / Tsg101 binding; Potency, µM (doses to about 115 µM), inactives show at the highest dose activity change, negative = inhibition, most hits filed as inhibitors; 340,000 tested, under 10 active; active means well fitted inhibition curve with a large enough effect in the main read-out, with a control signal flat, not every such curve was filed as active; inconclusive means small, poorly fitted or top-dose-only effect, or effect the other way, or a change in a side signal; inactive means no such curve, though single readings can be large or run the other way; further: potency means the concentration at half of the fitted maximal effect; % of control where 0% means no effect
#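 Steps: Tsg101 binding domain dispensed (10 uM final), compounds pinned in DMSO, FITC-labeled PTAP-motif peptide added (50 nM final); after 20 min binding at room temperature, polarization measured.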
# CXXC DNA block: blocks binding of human MLL CXXC domain to DNA. Q03164. MLL-CXXC / FITC-HOXA9 DNA fluorescence polarization. Potency, µM (highest dose often 115 µM), for the others: at the top dose activity change, negative = inhibition, usual class: inhibitors. hit rate 0.037% among 290,000; active means well fitted inhibition curve with a large enough effect in the polarisation, with a control signal flat, not every such curve was filed as active; inconclusive means small, poorly fitted or top-dose-only effect, or effect the other way, or a change in a side signal; inactive means no such curve, though single readings can be large or run the other way; the % refers to the polarisation; further: potency means the concentration at half of the fitted maximal effect
#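 Steps: dispense CXXC domain solution (7 uM) → pin compounds or unlabeled HOX-A9 DNA control → 5 min ambient → add FLSN-HOX-A9 solution (50 nM) → spin → 30 min ambient → fluorescence polarization. Tris pH 7.5/NaCl/DTT/BSA buffer.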
# AT treatment: potential ataxia-telangiectasia treatment | […] A-T fibroblasts, KAP-1 phosphorylation AlphaLISA; neocarzinostatin DNA damage 30 min before lysis | Potency, µM (highest dose often 57.5 µM), inactives show top-dose activation, hits mostly activators | hit rate 0.19% among 320,000 | AID 485349; further: potency means the concentration at half of the fitted maximal effect; % of control where 0% means no effect; nearly all actives have a fitted effect of over 45% in size
#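 hTERT-immortalized A-T patient fibroblasts ([…]), 500 cells/well in OPTI-MEM, 1% FBS, got compounds for 60 min, then NCS for 30 min at 37C. Lysates were then assayed for phospho-KAP-1 by AlphaLISA (anti-pKAP1 donor, anti-KAP1 acceptor beads), 6 hr at 25C.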
# S-ASM inh: blocks human secretory acid sphingomyelinase; P17405; placental ASM, HMU-PC fluorogenic substrate, 60 min; Potency, µM (top dose mostly 57.5 µM), for the others: at the top dose activity change, negative = inhibition, hits mostly inhibitors; hit rate 0.006% among 340,000; further: potency means the concentration at half of the fitted maximal effect
#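 Fluorescence read-out (Ex 386 nm, Em 447 nm) after stopping the reaction at pH 10. Enzyme: ASM from human placenta; substrate HMU-PC0, 9 uM final; 60 min, 37 °C. Compound preincubation 10 min, ambient temperature.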
# The depositor's hits bear a star; ? = inconclusive; . = no result given; [ ] = remark or other dose. Unless noted, the call rests on the fitted dose curve; in most records, active means well fitted curve in the direction sought with a large enough effect; inconclusive means small, poorly fitted or top-dose-only effect, or another doubt; inactive means no such curve, though single readings can be large; an effect the other way counts as inactive or inconclusive.
SMILES,TCR activator,Menin MLL FP TR,Mito fusion act,a7 integrin act,TSHR antagonist,MBNL1 CUG block,PTAP TSG101 blk,CXXC DNA block,AT treatment,S-ASM inh
CC(C)(C)NC(=O)CCN(/N=C/c1ccccc1O)C1=NS(=O)(=O)c2ccccc21,3.9%,0.7%,-0.8%,6.5%,-2.2,4.0%,-10.2%,5.7%,4.0%,165.3%
CCOC(=O)c1cccc(NC(=O)c2c(NCc3ccccc3)[nH]c(=O)[nH]c2=O)c1,-3.3%,.,.,10.1%,.,.,-1.7%,.,.,-16.1%
O=C(NC(=S)NC1CCS(=O)(=O)C1)c1ccccc1F (stereo not drawn),.,.,-2.7%,6.2%,-3.0,-5.2%,-2.1%,13.0%,-1.0%,-1.8%
Cc1ccc(S(=O)(=O)N2CCN(C(=O)COC(=O)CNC(=O)c3ccc(C(C)(C)C)cc3)CC2)c(C)c1,-4.9%,.,.,-13.5%,.,.,-5.7%,.,1.1%,24.1%
O=C(O)/C=C\C(=O)Nc1ccc(OCc2ccccc2)cc1,3.9%,-20.8%,-7.8%,6.8%,6.6,-2.8%,-0.1%,-3.2%,0.3%,5.3%
CC(=O)c1ccc(S(=O)(=O)N(Cc2cc3cc4c(cc3[nH]c2=O)OCCO4)CC2CCCO2)cc1 (stereo not drawn),-0.3%,-0.5%,0.0%,-5.3%,0.2,19.9%,4.1%,3.2%,8.7%,8.4%
O=C(NC1CCCC1)C1CCC(CNS(=O)(=O)c2ccc(F)cc2)CC1 (stereo not drawn),-1.7%,.,0.8%,30.3%,26.3,-2.5%,-1.2%,9.7%,-1.0%,5.9%
COCCn1c(COC)nc2ccccc21,-4.6%,-22.3%,-4.3%,4.7%,0.6,1.8%,-1.7%,-3.1%,3.1%,5.0%
CC(=O)NC(CC(=O)OCC(=O)c1cc(C)ccc1C)c1ccccc1 (stereo not drawn),2.6%,.,.,-41.7%,.,.,-0.7%,.,8.8%,-0.4%
O=C(N/N=C/c1ccco1)c1cccc(N2Cc3ccccc3C2)c1,-6.6%,?,1.5%,0.0%,3.1,10.8%,-1.1%,-4.0%,-1.7%,-1.9%
COc1ccc2nc(NC(=O)CNS(=O)(=O)c3cccs3)sc2c1,6.8%,1.8%,-0.8%,-6.8%,-2.7,0.0%,-6.6%,-20.5%,3.5%,-3.3%
O=C(NN1C(=O)c2ccccc2NC12CCCCC2)c1ccccc1,-3.3%,-8.7%,-3.6%,5.6%,8.0,3.5%,-1.2%,-3.6%,-2.4%,76.1%[activator]
COc1cccc(/C=N/NC(=O)C(=O)NCc2cccnc2)c1O,0.5%[46.1 µM],-8.7%,-3.4%,12.2%,-0.6,11.0%,-2.6%,7.1%,-0.6%,2.8%
CCOc1ccc(-c2nc(N)ncc2-c2ccc(Cl)cc2)c(O)c1,-6.9%,59.7%[activator],-103.7%[inhibitor],-58.1%[inhibitor],19.3,?,-10.0%,12.1%,16.2%,-0.9%
Cc1csc(=O)n1CCC(=O)OCC(=O)NCc1ccc(Cl)cc1Cl,-2.8%,.,-0.5%,-13.7%,-6.4,.,0.5%,.,-1.6%,0.5%
CCC(C)NC(=O)C1CCN(S(=O)(=O)c2ccc3[nH]c(=O)ccc3c2)CC1 (stereo not drawn),1.9%,3.8%,1.9%,17.9%,-4.6,-2.8%,-1.3%,.,-9.2%,-3.7%
O=C1Nc2ccc(Cl)cc2C12Nc1ccccc1-c1nnc(SCc3ccccc3F)nc1O2 (stereo not drawn),4.6%[46.1 µM],?,4.2%,-16.9%,-16.5,?,?,-5.5%,-4.6%,.
Cc1ccc(S(=O)(=O)N2CCN(Cc3ccco3)CC2)cc1C,2.9%,-1.8%,1.9%,12.7%,23.9,-5.8%,-0.4%,-0.6%,17.1%,5.1%
COc1ccc(CCNC(=O)C(=O)NCc2ccc(Cl)cc2)cc1OC,0.6%,-8.4%,-3.2%,-13.4%,11.8,-5.9%,-1.8%,-2.8%,2.3%,2.2%
N/C(CC(=O)Nc1ccc(F)c(Cl)c1)=N\OC(=O)c1cccs1,5.1%,.,-2.6%,9.3%,1.4,-3.4%,1.0%,-12.9%,-8.3%,-2.3%
COc1ccc(C2(C(=O)c3ccccc3)C(=O)c3ccccc3C2=O)cc1,-4.1%,.,1.2%,-5.2%,-1.1,11.7%,-3.0%,57.7%[activator],5.4%,-3.3%
Cc1ccc(CS(=O)Cc2ccc(C(=O)NCc3ccc4c(c3)OCO4)o2)cc1 (stereo not drawn),-10.0%,-0.4%,-0.5%,12.8%,-12.2,-4.4%,-4.5%,5.1%,1.1%,-0.7%
O=c1c2c(-c3ccccc3)csc2ncn1/N=C/c1ccc(O)c([N+](=O)[O-])c1,-0.5%,27.0%,-6.4%,17.9%,-3.2,19.9%,-14.3%,3.1%,-1.0%,-0.4%
O=C(CC(=O)N/N=C/c1cccs1)NCc1ccccc1,-0.8%,18.5%,-1.6%,10.1%,6.3,?,-8.0%,21.2%,0.5%,1.6%
O=C(Cc1ccccc1)NNC(=O)C1CCCC1,3.1%,-10.9%,0.0%,-14.8%,14.0,-5.5%,-10.3%,1.3%,0.6%,10.4%
COc1ccc(C2=NN(C3=NN=C(N)Cc4ncnn43)C(O)(C(F)(F)F)C2)cc1 (stereo not drawn),-0.6%,?,-5.2%,3.9%,4.8,?,-1.7%,-5.1%,-4.1%,3.6%
O=C(Cn1cc2c(n1)CCCCC2)NC1CCCCCC1,-3.1%[46.1 µM],-17.3%,0.0%,0.1%,5.6,-4.7%,-3.3%,5.4%,1.7%,-5.0%
CC(C)CCN(C(=O)C1CSC2(C)CCC(=O)N12)c1c(N)n(Cc2ccccc2)c(=O)[nH]c1=O (stereo not drawn),-17.5%,.,-5.3%,-19.2%,8.4,.,3.7%,.,3.4%,8.4%
COc1ccc(OCCCC(=O)Nc2nc(C)c(C(C)=O)s2)cc1,-0.6%,4.4%,4.5%,-19.8%,8.8,5.8%,-1.3%,-10.6%,6.2%[11.5 µM],2.7%
Cc1ccc(C)c(Cn2c(=O)n(CCC(=O)NCc3ccco3)c(=O)c3ccccc32)c1,-5.9%,-17.8%,1.6%,2.6%,9.0,-4.5%,-0.8%,20.1%,-1.5%,-1.3%
O=C(NCCSCc1ccco1)Nc1cccc(Cl)c1,-16.4%,0.8%,6.6%,-25.6%,-4.0,-4.4%,-7.1%,-2.9%,6.3%,-0.6%
COc1ccc(-c2cc3cc(OC)c(OC)cc3cn2)cc1OC,2.1%,.,.,13.6%,.,.,0.5%,.,.,0.0%
Cc1nc2cc(C(=O)O)ccc2n1C1CCCCC1,2.3%[46.1 µM],-8.8%,-5.1%,-2.7%,-12.1,3.0%,-7.5%,6.4%,3.1%,-0.8%
O=C1CC(c2ccccc2)c2c(O)cc(O)cc2O1 (stereo not drawn),-0.2%,-2.6%,0.3%,4.2%,-6.9,-2.1%,-9.8%,-0.5%,3.6%,3.9%
Cc1nn(C)c2ncc(C(N)=O)c(Oc3cccnc3)c12,12.8%,.,3.2%,-15.7%,8.6,0.8%,-1.3%,-18.2%,-5.0%,8.5%
Cc1ccnc(NC(=O)C2CCC(CNc3c(N4CCCC4)c(=O)c3=O)CC2)c1 (stereo not drawn),2.3%,9.2%,-3.6%,8.4%,-1.8,-0.7%,-9.6%,5.2%,-4.7%,-1.8%

# Single records (already shown). Order of values: TCR activator | Menin MLL FP TR | Mito fusion act | a7 integrin act | TSHR antagonist | MBNL1 CUG block | PTAP TSG101 blk | CXXC DNA block | AT treatment | S-ASM inh
# `COc1ccc(C2(C(=O)c3ccccc3)C(=O)c3ccccc3C2=O)cc1` is listed with -4.1% | . | 1.2% | -5.2% | -1.1 | 11.7% | -3.0% | 57.7%[activator] | 5.4% | -3.3%
# `Cc1csc(=O)n1CCC(=O)OCC(=O)NCc1ccc(Cl)cc1Cl` is listed with -2.8% | . | -0.5% | -13.7% | -6.4 | . | 0.5% | . | -1.6% | 0.5%
# `Cc1ccc(C)c(Cn2c(=O)n(CCC(=O)NCc3ccco3)c(=O)c3ccccc32)c1` is listed with -5.9% | -17.8% | 1.6% | 2.6% | 9.0 | -4.5% | -0.8% | 20.1% | -1.5% | -1.3%

# Only part of the results is shown; count on the stated rates, not on these rows.
